Screens: PubChem, several laboratories
SV40 large T antigen: SV40 large T antigen inhibitors, biochemical (AID 1903) | actives 0.39% (n = 310,000) | one-dose inhibition, % at 20 µM; IC50 in µM for titrated hits | SV40 large T antigen ATPase/helicase inhibition assay; higher % means a stronger effect; in the data active = a potency from the dose series; note: strong numbers were not always called active
PhoP inhibition: inhibitors of PhoP regulon expression, primary screen, Salmonella Typhimurium, GFP reporter (AID 1863). S. Typhimurium PhoP-regulated promoter GFP reporter, 4 h; higher % means a stronger effect. inhibition, % at 50 µM; hits with a dose series show IC50 in µM. actives 0.16% (n = 300,000);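 active = inhibition over 29.93%, a cutoff 3 SD above the screen mean, later confirmed by dose response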;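 note: 0% = low Mg2+ inducing control and 100% = high Mg2+ repressing control; strong numbers were not always called active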
HIV peptide binding: inhibitors of HIV fusion peptide binding, primary screen, biochemical, uHTS, fluorescence dequenching (AID 1986); cell-free peptide binding, fluorescence dequenching, 30 min; higher % means a stronger effect; inhibition, % at 20 µM, or IC50 in µM where a hit was titrated; actives 0.3% (n = 290,000); in the data active = inhibition mostly above about 52%, no sharp cut-off; inactive = mostly below about 76%; note: some results filed as inactive read as strong as hits
NS5 inhibitors: Dengue-2 NS5 methyltransferase inhibitors, primary screen, biochemical, confirmation dose response (AID 588689). Dengue-2 NS5 methyltransferase capping enzyme assay, biochemical; higher % means a stronger effect. inhibition, % at 25 µM, or IC50 in µM where a hit was titrated. actives 0.3% (n = 340,000); in the data active = a potency from the dose series
RSV CPE inhibition: RSV antiviral activity via CPE protection, HEp-2 cells, primary 10 µM value included (AID 2391) | actives 0.13% (n = 310,000) | HEp-2 cells, RSV-induced CPE inhibition; higher % means a stronger effect | CPE inhibition, % at 10 µM; hits with a dose series show IC50 in µM; in the data active = a potency from the dose series; note: strong numbers were not always called active
GPR35 antagonists: GPR35 antagonists blocking zaprinast-driven arrestin recruitment, primary screen, imaging, U2OS, beta-arrestin-GFP, zaprinast agonist (AID 2058) | inhibition, % at 10 µM; hits with a dose series show IC50 in µM | actives 0.052% (n = 290,000) | U2OS GPR35 beta-arrestin-GFP translocation imaging, zaprinast antagonism; higher % means a stronger effect | G-protein coupled receptor 35 (Homo sapiens);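 active = inhibition of at least 50% with at least 30 cells and total cytoplasm GFP at most 10,000,000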
K1F lysis inhibition: inhibition of K1F phage lysis, E. coli UTI89, bacterial capsule biogenesis inhibitors, alamar blue (AID 488966); one-dose inhibition, % at 100 µM; IC50 in µM for titrated hits; actives 0.02% (n = 340,000); E. coli UTI89 K1F phage lysis, alamar blue, 2 h; higher % means a stronger effect;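 active = phage lysis inhibition, versus mean bacterial control, above a set limit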;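 note: capsule biogenesis inhibitors block K1F phage lysis so surviving cells raise fluorescence; higher fluorescence means more inhibition of phage lysis; actives were called in the ten point dose series up to 300 µM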
Rac1 GTP hydrolysis: MgcRacGAP GTPase-activating activity inhibitors, confirmation, biochemical, ADP Hunter fluorescence; Rac GTPase-activating protein 1 (Homo sapiens); MgcRacGAP-stimulated Rac1 GTP hydrolysis, ADP Hunter fluorescence; higher % means a stronger effect; GST-tagged Rac1 F28L mutant substrate; one-dose inhibition, % at 30 µM; IC50 in µM for titrated hits; actives 0.6% (n = 340,000);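 active = first-screen hits whose inhibition reached a set limit at any dose in the follow-up dose series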;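 note: fluorescence reports GDP produced by GAP-driven GTP hydrolysis; strong numbers were not always called active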
GPR55 LPI antagonism: GPR55 antagonists blocking LPI-driven arrestin recruitment, primary screen, imaging, U2OS, beta-arrestin-GFP, LPI agonist (AID 2013) | actives 0.13% (n = 290,000) | U2OS GPR55 beta-arrestin-GFP translocation imaging, LPI antagonism; higher % means a stronger effect | one-dose inhibition, % at 10 µM; IC50 in µM for titrated hits;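 active = spots per cell inhibited over 60%, with over 100 cells counted and total cytoplasm intensity under 500,000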;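 note: U2OS cells stably carrying GPR55 and arrestin-GFP stimulated by 5 µM LPI near EC80; imaged beta-arrestin-GFP aggregate spots per cell after agonist stimulation; plate controls were LPI-stimulated DMSO wells for no effect and DMSO wells without LPI for full effect; some results filed as inactive read as strong as hits; confirmed hits need IC50 under 10 µM and bright autofluorescent wells are also inconclusive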
* = called active by the depositor; x = not tested or not shown; [ ] = remark or other dose.

SMILES | SV40 large T antigen | PhoP inhibition | HIV peptide binding | NS5 inhibitors | RSV CPE inhibition | GPR35 antagonists | K1F lysis inhibition | Rac1 GTP hydrolysis | GPR55 LPI antagonism
O=C(O)C[C@H]1c2cc(C(F)(F)F)ccc2S(=O)(=O)N1C1CCN(Cc2ccccc2)CC1 | 3% | x | x | -1% | 0.5% | x | -0.6% | 2% | x
CN1CCN(c2nc(C#N)cc(-c3ccccc3)n2)CC1 | 8% | 4% | -0.5% | -1% | 3.6% | 3% | 0.3% | 10% | -5%
C[C@@H](C(=O)NCC1CCCO1)N1C(=O)N2CCc3c([nH]c4ccccc34)[C@@]2(C)C1=O (some centres undefined) | 9% | -6% | -0.2% | -4% | 2.5% | 9% | 3.9% | 3% | -5%
Cc1ccc(CN2CCC(c3nc4ccc(Cl)cc4[nH]3)CC2)cc1 | 9% | 23% | -2.0% | -5% | 4.6% | -7% | 0.7%[50 µM] | 7% | 2%
N#Cc1ccccc1NS(=O)(=O)c1cc2c3c(c1)CCN3C(=O)CC2 | 12% | -6% | x | 2% | -2.8% | x | 1.1%[50 µM] | 0% | x
CCOC(=O)N1CCN(C(=O)c2ccc(CS(=O)Cc3ccc(C)cc3)o2)CC1 (centres undefined) | 21% | -1% | 0.3% | -3% | 3.6% | -1% | -0.1% | 6% | 31%
c1nnn(C23CC4CC(CC(C4)C2)C3)n1 | 6% | -2% | 0.6% | -6% | 3.7% | -3% | 6.2% | -2% | 15%
O=C(NC1CCCC1)C(c1ccncc1)N(C(=O)c1csnn1)c1cccc(Cl)c1 (centres undefined) | 6% | -4% | 3.6% | 0% | 4.0% | 11% | 0.1% | 9% | -1%
COc1ccc(/C=C/C(=O)c2ccc(OC)cc2O)cc1 | 9% | 1% | -3.0% | -1% | 2.0% | -6% | 0.0% | 5% | 0%
O=C(Nc1ccc(S(=O)(=O)NCC2CCCO2)cc1)c1ccc(F)cc1 (centres undefined) | 8% | 1% | 0.8% | -14% | 3.3% | 16% | 0.1% | 2% | -2%
CCN1CCc2nc(NC(=O)Cc3ccc4c(c3)OCCO4)sc2C1 | 12% | 0% | 0.0% | -5% | -1.1% | 25% | -0.1% | 5% | -1%
CCOc1ccc(-c2nnc(SCC(=O)NC3CC3)o2)cc1 | x | x | x | -7% | 1.5% | x | 0.3%[50 µM] | 9% | x
Cc1cc(C)n(CC(O)CN(c2ccccc2)S(=O)(=O)c2ccc3ccccc3c2)n1 (centres undefined) | 8% | -9% | -1.9% | 5% | 5.1% | 8% | -0.8% | 4% | 8%
O=C(CCCOc1ccccc1)n1nnc2ccccc21 | -5% | 20% | 3.2% | 2% | -0.9% | -13% | 1.3% | 5% | 9%
CCc1ccc(N2CC(C(=O)Nc3ccc(F)cc3)CC2=O)cc1 (centres undefined) | 1% | 5% | 0.9% | -6% | 3.5% | -3% | 0.3% | -3% | 4%
CCOC(=O)c1cccc2c(=O)c(C(=O)c3ccc(Cl)cc3)c(C(=O)OC)[nH]c12 | 6% | 6% | 2.4% | 3% | 0.9% | -6% | -0.8% | 2% | 10%
CCOC(=O)C1CCN(C(=O)C2CCN(S(=O)(=O)c3ccc4ccccc4c3)CC2)CC1 | 1% | 0% | -0.9% | 4% | 1.9% | -4% | 0.1% | 3% | 10%
CCOc1cc(N2CCOCC2)c(OCC)cc1NC(=S)NCCCOC | 29% | 0% | -3.2% | 4% | -1.2% | 3% | 2.6% | 4% | -14%
Oc1ccccc1C(=S)N1CCN(c2cccc(Cl)c2)CC1 | 6% | -3% | 0.0% | 10% | 5.1% | -2% | 0.0% | 10% | -4%
Cc1ccc(S(=O)(=O)Nc2ccccc2C(=O)Nc2nc(-c3ccc(F)cc3)cs2)cc1 | -2% | -2% | 66%* | 1% | 3.0% | -13% | 0.0% | 7% | 5%
Cc1ccc(C(=O)NC2CCCC2)s1 | 9% | -5% | 1.2% | 4% | 0.4% | -38% | 5.5%[50 µM] | 7% | 2%
CCCCn1c2ccc(C)cc2c2nnc(SCCN3CCCCC3)nc21 | 6% | 1% | -0.8% | -7% | 13% | -13% | -0.4%[50 µM] | 7% | -2%
COc1cc(C(=O)NCC(=O)OCc2cc(=O)oc3c(C)c(C)ccc23)cc(OC)c1OC | 14% | 8% | 0.3% | -9% | 3.0% | -7% | -0.2% | 8% | 13%
COc1ccc(S(=O)(=O)NC(N)=NCCc2ccccc2OC)cc1 | 12% | 0% | 2.2% | 1% | 0.7% | -19% | -0.1% | 9% | 6%
O=[N+]([O-])c1cccc(S(=O)(=O)Nc2ccc(-c3ccc(N4CCOCC4)nn3)cc2)c1 | 14% | 6% | x | -3% | 1.2% | x | 0.1%[50 µM] | 4% | x

Other results.
SMILES | SV40 large T antigen | PhoP inhibition | HIV peptide binding | NS5 inhibitors | RSV CPE inhibition | GPR35 antagonists | K1F lysis inhibition | Rac1 GTP hydrolysis | GPR55 LPI antagonism
Cc1cc[n+](CC(=O)N2CCCc3ccccc32)cc1 | -2% | 6% | -1.2% | -2% | 0.7% | 10% | -0.5% | 8% | 13%
O=C(NCc1ccc2c(c1)OCO2)c1ccc(N2CCCCCC2)c([N+](=O)[O-])c1 | 4% | 20% | -1.5% | -8% | 14% | -3% | 4.1% | 6% | 5%
COc1ccccc1-n1c(SCC(=O)NC2CCCCC2)nc2c(c1=O)SCC2 | 4% | 6% | -0.9% | -7% | 3.0% | 8% | -1.2% | 13% | -1%
Cc1sc2ncn(CC(=O)N(C)C3CCCCC3)c(=O)c2c1C | 18% | -7% | x | 0% | -1.2% | x | 1.1%[50 µM] | 5% | x
C=CCOC(=O)C1=C[C@H](c2ccccc2)[C@@H](CCCO)[C@H](OCC)O1 | 5% | -4% | -0.3% | -2% | -0.3% | -2% | 2.2% | 7% | 2%
COc1ccc(Nc2nc(N)nc(COc3ccc(OC)cc3)n2)cc1 | -2% | 2% | 0.7% | -4% | 1.9% | -9% | -0.9% | 6% | 9%
COc1ccc(/C=C/C(=O)c2ccccc2O)cc1 | 8% | 7% | -0.9% | 3% | 2.9% | 4% | 3.3% | 3% | 14%
COc1ccc(-c2nn(-c3ccccc3)cc2/C=N/NS(=O)(=O)c2ccccc2)cc1 | 5% | 22% | 1.8% | 2% | 40% | -2% | -0.6% | -2% | 5%
COC(=O)CN1C(=O)[C@@H]2[C@H](C1=O)[C@@H]1CC(C(=O)OC)=C[C@@H](C(=O)OC)[C@@H]3C1=C(C(=O)[C@]3(C)NC(=O)c1ccccc1)[C@@H]2C | 59% | -7% | x | -5% | 3.4% | x | 0.3% | 6% | x
Cc1ccc(OCC(=O)N(Cc2ccccc2)C(C)C)c([N+](=O)[O-])n1 | 6% | -10% | 0.2% | -6% | 0.2% | -2% | 2.6% | 0% | 8%
CCOc1ccc(N2C(=O)Nc3ccccc3C2(O)C(=O)N2CCN(c3ccccn3)CC2)cc1 (centres undefined) | -1% | -1% | 0.0% | -3% | 1.7% | 2% | -0.1% | 7% | 8%
O=C1CCc2ccc(NS(=O)(=O)c3ccc(F)cc3)cc2N1 | 24% | -3% | -0.3% | -1% | -1.7% | 9% | 0.1% | -4% | -6%
CCCN1/C(=C2/SC(=S)N(CC)C2=O)C=Cc2ccccc21 | 7% | 0% | -0.6% | -8% | 6.0% | 6% | 2.2% | 11% | -9%
N#C/C(=C\c1c(N2CCOCC2)nc2ccccn2c1=O)C(=O)NC1CCS(=O)(=O)C1 (centres undefined) | 10% | -10% | 0.9% | x | 0.1% | -4% | x | x | -14%
CC(=O)N[C@@H](C)c1nc2ccccc2n1CCNC(=O)[C@H]1CCCN1c1nc(CN2CCCCC2)cs1 | 26% | -14% | 1.2% | x | -0.4% | 4% | x | x | 6%
COc1ccccc1C(=O)NC(=O)COC(=O)c1ccc([N+](=O)[O-])cc1 | -4% | 8% | x | -7% | -0.6% | x | 0.0%[50 µM] | 4% | x
COn1c(=S)[nH]c2ccccc2c1=O | 4% | -10% | 2.4% | -1% | 0.8% | 6% | 2.2% | 1% | 8%
COCCCNc1nc2ccccc2nc1NS(=O)(=O)c1ccc(Cl)cc1 | 5% | 4% | 4.1% | -3% | 0.9% | 1% | 0.2% | x | 15%
CCO[C@H]1OC(C(=O)Nc2ccccc2)=C[C@@H](c2ccc(C(F)(F)F)cc2)[C@@H]1CCCO | 10% | 2% | -0.6% | -4% | 25% | -2% | 1.4% | 8% | 9%
Cc1ccc(C(=O)C[n+]2cccc(C(N)=O)c2)cc1 | 7% | -8% | -0.3% | 3% | 0.2% | -1% | -0.5% | 3% | 16%
CCCCOc1ccc(C(=O)NCC(=O)NC2CCC(C)CC2)cc1 (centres undefined) | 18% | 7% | x | -5% | -2.6% | x | 0.6%[50 µM] | 2% | x
Cc1ccc(SCc2noc(C(=O)NCC3CCCO3)c2C(=O)O)cc1C (centres undefined) | 7% | -11% | 6.0% | -6% | 0.1% | 7% | 0.7% | -3% | -20%
CCOc1ccc(N2CC(O)=C(c3ccccc3)C2=N)cc1 | 4% | 0% | -1.7% | -2% | 2.3% | 4% | -0.2% | 11% | -17%
O=C(COc1ccc(Cl)cc1Cl)Nc1ccc2nc3n(c(=O)c2c1)CCCC3 | 15% | -2% | -2.9% | -6% | -0.6% | 20% | 0.9% | 11% | -6%
COc1ccccc1CCNC(=O)C(=O)NCC1OCCN1C(=O)c1ccc(Cl)cc1 (centres undefined) | 1% | 4% | -0.2% | 6% | 0.7% | -14% | 2.6%[50 µM] | 8% | 3%
O=C(O)C1=C(C(=O)Nc2cccc(C(F)(F)F)c2)CCCC1 | -5% | 1% | 3.7% | -11% | -0.9% | -8% | 1.3% | -8% | -8%
CC(C)Oc1ccc(/C=C(/NC(=O)c2ccccc2)C(=O)NC(Cc2ccccc2)C(=O)O)cc1 (centres undefined) | -1% | 5% | 3.9% | 1% | 0.8% | -4% | 0.1% | 5% | -4%
CCCCNC(=O)C(=O)N/N=C/c1ccc(OCc2ccccc2)cc1 | 11% | 12% | 0.9% | -15% | 4.4% | -12% | 0.0% | 2% | 5%

Structures from the list above with an aryl thioether with sulfur outside any ring (4):
SMILES | SV40 large T antigen | PhoP inhibition | HIV peptide binding | NS5 inhibitors | RSV CPE inhibition | GPR35 antagonists | K1F lysis inhibition | Rac1 GTP hydrolysis | GPR55 LPI antagonism
CCOc1ccc(-c2nnc(SCC(=O)NC3CC3)o2)cc1 | x | x | x | -7% | 1.5% | x | 0.3%[50 µM] | 9% | x
CCCCn1c2ccc(C)cc2c2nnc(SCCN3CCCCC3)nc21 | 6% | 1% | -0.8% | -7% | 13% | -13% | -0.4%[50 µM] | 7% | -2%
COc1ccccc1-n1c(SCC(=O)NC2CCCCC2)nc2c(c1=O)SCC2 | 4% | 6% | -0.9% | -7% | 3.0% | 8% | -1.2% | 13% | -1%
Cc1ccc(SCc2noc(C(=O)NCC3CCCO3)c2C(=O)O)cc1C (centres undefined) | 7% | -11% | 6.0% | -6% | 0.1% | 7% | 0.7% | -3% | -20%
